Screening data as filed in PubChem.
VP16 counter: inhibits Gal4-VP16 luciferase reporter, ROR gamma counter-screen; Drosophila S2 Gal4-VP16 UAS-luciferase, luminescence, 20 h; Potency, µM (titrated, usually from 53.6 µM), for the others: at the top dose activity, negative = inhibition, actives largely listed as inhibitors; hit rate 3.5% among 310,000;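 note: Gal4-VP16 expression switched on by copper sulfate through the metallothionein promoter; potency is the fitted concentration of half-maximal effect; % is set by controls: 0 for no effect and ±100 for the full control effect; nearly all actives have a fitted effect of over 50% in size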
NPC1 prom act: activates the NPC1 promoter; Huh7 NPC1 promoter luciferase reporter, 24 h; Potency, µM (titrated, usually from 9.22 µM), for the others: top-dose activation, usual class: activators; hit rate 2.4% among 320,000;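 note: potency is the fitted concentration of half-maximal effect; % of control where 0% means no effect; nearly all actives have a fitted effect of over 60% in size; reporter is driven by a mutant NPC1 promoter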
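Quantitative HTS used a cell-based reporter: Huh7 cells stably bearing the NPC1 promoter upstream of luciferase were treated with compounds for 24 h, and promoter activation was read as luminescence.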
ELG1 repair inh: blocks ELG1-dependent DNA repair in HEK293T cells. HEK293T ELG1-luciferase reporter, luminescence, 16 h; DNA damage induced by 5-fluorouridine. Potency, µM (highest dose often 46.1 µM), inactives show top-dose activity change, negative = inhibition, usual class: inhibitors. hit rate 2.3% among 330,000. AID 504467; note: potency is the fitted concentration of half-maximal effect; % is set by controls: 0 for no effect and ±100 for the full control effect; nearly all actives have a fitted effect of over 55% in size
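Step one: seed 2,000 cells per well. Step two: pin-transfer compound or DMSO alongside 5-fluorouridine. Step three: incubate 16 hr, 37 °C, 5% CO2. Step four: add ONE-Glo, wait 30 min, read luminescence.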
Rab9 promoter act: activators of Rab9 promoter; hit rate 2.8% among 320,000; AID 485297; Potency, µM (titrated, usually from 9.22 µM), for inactives: at the highest dose activation, negative = inhibition, usual class: activators; Huh7 Rab9 promoter-luciferase reporter, luminescence, 24 h; note: potency is the fitted concentration of half-maximal effect; % of control where 0% means no effect; nearly all actives have a fitted effect of over 60% in size
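Using Huh7 cells stably transfected with Rab9 promoter–luciferase, compounds were incubated 24 h at 37 °C, 5% CO2; luciferase luminescence was read 10 min after reagent addition.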
RORgamma inh: ROR gamma (mouse) transcription inhibition | P51450 | Drosophila S2 Gal4-RORgamma UAS-luciferase reporter, 20 h | Potency, µM (series often up to 53.6 µM), for inactives: at the top dose activity change, negative = inhibition, actives largely listed as inhibitors | hit rate 5.4% among 310,000 | AID 2551; note: potency is the fitted concentration of half-maximal effect; % is set by controls: 0 for no effect and ±100 for the full control effect; nearly all actives have a fitted effect of over 60% in size
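Read-out: Photinus luciferase luminescence; inhibitors lower reporter signal. Insect Schneider cells with Gal4-ROR gamma fusion under metallothionein promoter, UAS reporter; 700 uM final copper sulfate induction, 20 hr, ambient temperature.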
MBNL1-CUG inh: MBNL1-poly(CUG) RNA binding inhibition; Q9NR56; AID 2675; TR-FRET MBNL1-His/biotin-(CUG)12 binding, 665/545 ratio; hit rate 0.036% among 280,000; Potency, µM (titrated, usually from 57.5 µM), without a hit: top-dose activity change, negative = inhibition, usual class: inhibitors; active = well fitted inhibition curve with a large enough effect in the signal ratio, with a control signal flat, not every such curve was filed as active; inconclusive = small, poorly fitted or top-dose-only effect, or effect the other way, or a change in a side signal; inactive = no such curve, though single readings can be large or run the other way; the % refers to the signal ratio; note: potency is the fitted concentration of half-maximal effect; % is set by controls: 0 for no effect and ±100 for the full control effect
Target sequence (Q9NR56 whole entry, looked up): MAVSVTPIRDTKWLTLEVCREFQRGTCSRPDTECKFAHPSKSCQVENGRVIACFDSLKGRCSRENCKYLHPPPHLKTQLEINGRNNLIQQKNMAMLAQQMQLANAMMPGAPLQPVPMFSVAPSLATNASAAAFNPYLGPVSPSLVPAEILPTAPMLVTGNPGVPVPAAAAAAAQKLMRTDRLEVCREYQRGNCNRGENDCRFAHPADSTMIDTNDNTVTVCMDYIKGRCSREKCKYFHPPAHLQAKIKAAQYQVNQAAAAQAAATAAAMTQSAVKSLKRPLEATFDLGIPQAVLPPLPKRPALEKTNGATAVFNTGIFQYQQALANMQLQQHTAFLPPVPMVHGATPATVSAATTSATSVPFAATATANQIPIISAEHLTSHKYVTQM
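TR-FRET between His-tagged MBNL1 and biotin-(CUG)12 RNA, detected with Tb anti-His antibody (0.055 ng/ul) and streptavidin-XL665 (5 nM), 60 min at room temperature. Compounds titrated 92 nM to 58 uM; 665/545 nm ratio normalized to buffer and complex controls.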
Mito fusion yeast: blocks mitochondrial division or promotes mitochondrial fusion; Potency, µM (doses to about 46.1 µM), without a hit: top-dose growth rescue (activation), usual class: activators; hit rate 0.23% among 320,000; S. cerevisiae fusion-defective mutant growth rescue, CellTiterGlo 48 h;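 note: potency is the fitted concentration of half-maximal effect; % of control where 0% means no effect; nearly all actives have a fitted effect of over 45% in size; temperature-sensitive fusion mutants such as fzo1-1 at 37 °C on non-fermentable ethanol glycerol medium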
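Luminescent cell viability in 1536-well qHTS format served as the measure of rescued growth in ts fusion-mutant S. cerevisiae cultured on non-fermentable YPEG for 48 hours at 37C.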
KCNH2 3.1 block: inhibitors of human KCNH2 3.1 potassium channel isoform; U2OS KCNH2 3.1, thallium flux FluxOr; active compounds read low; hit rate 0.95% among 340,000; AID 720553; activity change, % (tested at about 1.8 µM);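 active = maximum activity change below -70%; inconclusive = maximum activity change from -70% to -50%; inactive = maximum activity change above -50%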;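 note: thallium influx rate constant from kinetic fluorescence after stimulation buffer; % is set by controls: 0 for no effect and ±100 for the full control effect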
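Measured as rate of thallium-driven FluxOr signal in transduced U2OS cells carrying the 3.1 channel, read kinetically for 2 min upon stimulation; values are rate constants scaled to DMSO control wells.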
Menin-MLL TR inh: menin-MLL binding inhibition, Texas Red mutant peptide | hit rate 0.23% among 270,000 | Potency, µM (highest dose often 61.6 µM), without a hit: at the top dose FP activity change, negative = inhibition, actives largely listed as inhibitors | Menin + Texas Red MLL mutant peptide, fluorescence polarization | O00255; active = well fitted inhibition curve with a large enough effect in the polarisation, with a control signal flat, not every such curve was filed as active; inconclusive = small, poorly fitted or top-dose-only effect, or effect the other way, or a change in a side signal; inactive = no such curve, though single readings can be large or run the other way; the % refers to the polarisation; note: potency is the fitted concentration of half-maximal effect; % of control where 0% means no effect; many of its hits are not listed in these tables
Target sequence (O00255 whole entry, looked up): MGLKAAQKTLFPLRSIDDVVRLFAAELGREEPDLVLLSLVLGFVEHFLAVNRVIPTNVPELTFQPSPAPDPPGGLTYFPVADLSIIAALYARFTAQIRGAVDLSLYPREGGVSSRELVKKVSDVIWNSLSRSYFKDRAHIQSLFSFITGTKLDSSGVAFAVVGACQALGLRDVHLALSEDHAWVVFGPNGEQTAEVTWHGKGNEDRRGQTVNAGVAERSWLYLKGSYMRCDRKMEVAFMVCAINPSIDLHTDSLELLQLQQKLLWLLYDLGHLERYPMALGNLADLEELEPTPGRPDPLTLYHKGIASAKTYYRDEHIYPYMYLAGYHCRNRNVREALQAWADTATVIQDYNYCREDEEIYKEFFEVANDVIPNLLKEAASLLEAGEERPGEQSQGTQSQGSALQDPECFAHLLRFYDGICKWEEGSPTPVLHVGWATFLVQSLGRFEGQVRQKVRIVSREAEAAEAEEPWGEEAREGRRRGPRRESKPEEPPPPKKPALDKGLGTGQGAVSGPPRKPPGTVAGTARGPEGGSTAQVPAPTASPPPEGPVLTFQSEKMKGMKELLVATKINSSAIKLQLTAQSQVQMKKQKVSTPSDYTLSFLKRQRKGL
PKM2 activator: increases activity of human pyruvate kinase M2 | P14618 | purified PKM2, Kinase-Glo ATP luminescence, activation; response scale: 0% is enzyme alone, no compound | Potency, µM (titrated, usually from 57.5 µM), for the others: at the top dose activation, most hits filed as activators | hit rate 0.34% among 260,000 | AID 1631; note: potency is the fitted concentration of half-maximal effect; % is set by controls: 0 for no effect and ±100 for the full control effect; nearly all actives have a fitted effect of over 55% in size
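ATP formation by purified human PK-M2, quantified via coupled luciferase luminescence after 1 h at room temperature with 0.1 mM ADP and 0.5 mM PEP final.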
FLuc modulator: inhibits or activates purified firefly luciferase, miR-21 counter-screen; P08659; purified FLuc, Km substrates, luminescence inhibition; Potency, µM (highest dose often 57.5 µM), for the others: top-dose activity change, negative = inhibition, actives largely listed as inhibitors; hit rate 6.9% among 360,000; AID 588342;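 note: potency is the fitted concentration of half-maximal effect; plate controls were vehicle for no effect and reference inhibitor for full effect; nearly all actives have a fitted effect of over 55% in size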
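Purified P. pyralis luciferase (10nM final) with 10uM D-luciferin and 10uM ATP (Km levels) in 50mM Tris acetate pH 7.5, 10mM Mg acetate, 0.01% Tween-20, 0.05% BSA; qHTS 6-point titration, ~60 µM downward; luminescence read.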
* = called active by the depositor; ? = inconclusive; . = not tested or not shown; [ ] = another dose, or the depositor's remark. Unless noted, calls come from the whole dose curve; as a rule, active = well fitted curve in the direction sought with a large enough effect; inconclusive = small, poorly fitted or top-dose-only effect, or another doubt; inactive = no such curve, though single readings can be large; an effect the other way counts as inactive or inconclusive. Some of the compounds tested; rates above refer to the full screens.

SMILES	VP16 counter	NPC1 prom act	ELG1 repair inh	Rab9 promoter act	RORgamma inh	MBNL1-CUG inh	Mito fusion yeast	KCNH2 3.1 block	Menin-MLL TR inh	PKM2 activator	FLuc modulator
CCCN1C(=O)/C(=C/C=C2\N(CC)c3ccccc3C2(C)C)SC1=S	8%	-5%	5%	9%	-3%	8%	1%	-5	?	-11%	-12%
COC(=O)Cc1csc(Nc2c(C)n(C)n(-c3ccccc3)c2=O)n1	.	-2%	1%	-3%	-5%[0.365 µM]	-6%	-4%	10	1%	3%	0%
FC(F)(F)c1cccnc1N1CCN(c2ncnc3nc[nH]c23)CC1	-9%	-2%	-4%	-7%	-2%	?	5%	-13	22%	8%	-1%
Cc1cc2oc(=O)cc(-c3ccccc3)c2c(C)c1-c1ccc(O)cc1	1%	.	-9%	.	-2%	.	.	2	28%[94.6 µM]	.	.
O=C(CNC(=O)C12CC3CC(CC(C3)C1)C2)N1CCN(S(=O)(=O)/C=C/c2ccccc2)CC1	-4%	-5%	?	-7%	41%	3%	8%	-3	-11%	-25%	1%
C=CCN1C(=O)C(Cc2ccc(OC)cc2)S/C1=N/N=C/c1ccco1 (stereo unspecified)	-9%[0.365 µM]	-1%	19%	0%	?	2%	-4%	-10	11%	1%	12%
CCCN(CCC)C(=O)Nc1cc(Cl)ccc1OC	4%	-1%	-7%	-4%	-8%	3%	0%	0	.	-15%	0%
Cc1cc(Cl)ccc1NC(=O)/C=N/O	-2%	-3%	1%	-3%	0%	-1%	-2%	0	.	-2%	3%
O=C1CN(C(=O)COc2ccc(Br)cc2F)c2ccccc2N1	6%	-1%	-6%	-2%	?	-1%	-3%	4	16%	-15%	-13%
CCOC(=O)COn1c(=O)c(-c2ccc(OC)cc2)[n+]([O-])c2ccccc21	-6%	15%	?	2%[1.84 µM]	4%	?	12%	6	20%	.	-16%
O=C(NCCc1ccccc1)c1ccc2c(c1)S(=O)(=O)c1cc(Cl)ccc1C2=O	.	-2%	?	-5%	.	.	-7%	20	.	.	2%
CC(=O)NC1=C(C#N)C(c2ccccc2)c2c(ccc3ccccc23)O1 (stereo unspecified)	13%	2%	?	3%	-23%	0%	?	8	3%	3%	1%
Cc1cc(S(=O)(=O)N2CCN(c3ccc(F)cc3)CC2)c(C)s1	6%	-2%	?	-12%	0%	-2%	-2%	3	-17%[11.7 µM]	4%	0%
COc1c(C)cc(C(=O)C2CCCN(C(=O)c3cc(C)nc(C)n3)C2)cc1C (stereo unspecified)	19%	-2%	11%	1%	0%	-4%	1%	28	8%	13%	5%
CC(=O)Nc1ccc(NC(=O)CNC(=O)COc2ccccc2)cc1	4%[10 µM]	-2%	18%	1%	-15%	2%	3%	4	3%	-30%	-6%
COC(=O)c1ccc(NC(=O)C2CCCN2S(=O)(=O)c2ccc(C)cc2)cc1 (stereo unspecified)	-21%	-1%	?	-5%	40%	0%	23%	9	-1%	0%	2%
O=C1NC(Nc2ccccn2)(C(F)(F)F)C(=O)N1c1ccc(F)cc1 (stereo unspecified)	4%	-2%	-2%	-2%	-7%	-6%	2%	-5	-7%	-3%	3%
COCCNc1nc(C(C)(C)C)nc2c1nnn2Cc1ccccc1Cl	-5%	-2%	1%	-1%	-16%	0%	-6%	-7	-15%	8%	4%
Cn1c(N)c(C(=O)COC(=O)CCc2c[nH]c3ccccc23)c(=O)n(C)c1=O	3%	0%	0%	-1%	-5%	-5%	-3%	-2	6%	4%	6%
O=C(Nc1ccc2[nH]c(=O)[nH]c2c1)c1ccc(Br)o1	-7%	4%	?	23%	43%	3%	3%	2	20%	-4%	-16%
O=C(CN1C(=O)NC2(CCc3ccccc32)C1=O)c1ccc(Br)s1 (stereo unspecified)	.	-4%	14%	-5%	.	.	2%	6	.	.	.
CCCNC(=O)C(Cc1cccc(OC)c1)NC(=O)c1ccc(C#N)cc1 (stereo unspecified)	.	-4%	11%	0%	.	.	-6%	-9	.	.	4%
C=CCN(c1ccc(C(=O)NCCc2ccccc2)cc1)S(C)(=O)=O	2%	21%	?	16%	?	-9%	-3%	5	16%	4%	-24%
CCN(CC)CCN1C(=O)C(=O)/C(=C(/O)c2c(C)[nH]c(C(=O)OC)c2C)C1c1cccs1 (stereo unspecified)	5%	5%	27%	14%	-3%	-1%	-2%	9	-4%	-10%	1%
C=CCN(c1ccccc1)S(=O)(=O)c1cccc(C(=O)OCC(=O)NCCOC)c1	1%	-4%	-6%	-1%	8%	-6%	0%	-10	.	2%	4%
Cc1cc(NC(=O)c2cc3n(n2)C(C(F)(F)F)CC(c2ccc(Cl)c(Cl)c2)N3)no1 (stereo unspecified)	?	-2%	-14%	-6%	-10%	?	-8%	6	19%	3%	3%
CC(=O)c1cccc(Nc2nc(-c3ccccc3)cs2)c1	-6%	3.2µM*	?	1.3µM*	17%	-4%	1%	5	?	1%	3.4µM*
COc1ccc(/C(O)=C2\C(=O)C(=O)N(CC3CCCO3)C2c2cc(OC)ccc2OC)cc1 (stereo unspecified)	4%	1%	4%	-3%	11%	11%	-4%	11	8%	-2%	8%
O=C(NCc1ccccc1)/C(=N\O)c1ccccc1	1%	24%	?	10%	23%	-5%	5%	11	-13%	-4%	-20%
Cc1cc(=O)oc(C)c1C(=O)Nc1cccc(F)c1	-3%	1%	-4%	-5%	26%	.	3%	-21	.	1%	1%

Next section; the last three above are carried over.
SMILES	VP16 counter	NPC1 prom act	ELG1 repair inh	Rab9 promoter act	RORgamma inh	MBNL1-CUG inh	Mito fusion yeast	KCNH2 3.1 block	Menin-MLL TR inh	PKM2 activator	FLuc modulator
COc1ccc(/C(O)=C2\C(=O)C(=O)N(CC3CCCO3)C2c2cc(OC)ccc2OC)cc1 (stereo unspecified)	4%	1%	4%	-3%	11%	11%	-4%	11	8%	-2%	8%
O=C(NCc1ccccc1)/C(=N\O)c1ccccc1	1%	24%	?	10%	23%	-5%	5%	11	-13%	-4%	-20%
Cc1cc(=O)oc(C)c1C(=O)Nc1cccc(F)c1	-3%	1%	-4%	-5%	26%	.	3%	-21	.	1%	1%
C=CCc1cccc2cc(C(=O)Nc3ccc(CC(=O)O)cc3)c(=O)oc12	?	12%	?	-2%	4µM*	?	24%	-9	?	-6%	8.5µM*
CC(c1cccs1)N(C)Cc1nc(CCc2ccccc2)no1 (stereo unspecified)	26%	-1%	7%	15%	18%	2%	3%	12	-4%	-24%	-12%
O=C(N/N=C/c1cccc(F)c1)c1cc(-c2ccco2)nc2ccccc12	13%	1%	?	6%	-8%	-2%	-3%	3	?	29%	0.54µM*
Cn1c(=O)c2c(nc(SCC(=O)N3CCc4ccccc43)n2Cc2ccccc2)n(C)c1=O	-14%	0%	-6%	11%	-13%	-1%	6%	.	-4%	8%	5%[2.3 µM]
O=C(c1cccnc1)c1ncc(C(F)(F)F)cc1Cl	0%	-3%	5%	-8%	9%	-1%	1%	-8	-2%	.	1%
O=C(Nc1ccc(Cl)cn1)c1cccc(S(=O)(=O)N2CCCCC2)c1	-16%	-1%	0%	0%	-4%	-9%	-40%[inhibitor]	-9	32%[activator]	.	0%
Cc1cccc(NC(=O)COC(=O)c2ccccc2-c2nc3ccccc3s2)c1C	1%	1%	?	-4%	50%	-16%	10%	-9	-12%	-20%	-14%
CCn1c(C)cc2c(c1=O)C(c1ccncc1)C(C#N)=C(N)O2 (stereo unspecified)	-5%	-2%	4%	-4%	-11%	13%	-6%	-8	5%	2%	11%
O=C(Cc1ccccc1)N/N=C/c1ccccc1F	20%	10%	?	0%	2%	20%	-1%	.	-18%	-2%	-18%
